aDG glyco act: alpha-DG glycosylation activation. Pro5-aDG cells, alpha-DG glycosylation AlphaScreen (IIH6); 0% Pro5, 100% B10-LARGE cell signal. activation, % at 10 µM. actives 0.22% (n = 360,000). AID 624168;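 active means activation of at least 8% versus controls, or a plate z-score of at least 8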;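 further: Pro5 are CHO cells carrying HIG-tagged alpha-DG that lacks glycosylation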
Glyco luc inh: blocks N-linked glycosylation in D54 reporter cells | actives 0.23% (n = 360,000) | AID 588692 | reporter increase, % at 12.5 µM | D54 ERlucT glycosylation luciferase reporter, 24 h; percent of 100 nM tunicamycin response;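 active means mean luciferase reporter signal, scaled so untreated is 0 and the glycosylation-blocking control 100, at or above a set limit in every replicate; inconclusive means mean reaches the limit but not every replicate does; inactive means mean below the limit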;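 further: luciferase carries N-glycosylation sites so blocking glycosylation raises the light; 0% = median of neutral control wells and 100% = median of 100 nM tunicamycin wells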
HTR2A ag: activates the mouse 5-HT2A serotonin receptor. CHO-K1 mHTR2A beta-arrestin complementation, luminescence; percent of 30 µM serotonin response. actives 0.66% (n = 360,000). AID 624169. P35363. activation, % at 7.6 µM;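 active means activation above a run cutoff, the mean activation of all tested compounds plus 3 SD, cut at about 14% in these data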;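 further: 0% = plate median of compound wells and 100% = 30 µM serotonin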
MC4R antag cAMP: antagonists of human melanocortin 4 receptor (MC4R); actives 0.48% (n = 360,000); P32245; inhibition, % at 6.5 µM; AID 540295; MC4R-expressing cells, MTII-stimulated cAMP, LANCE TR-FRET;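 active means inhibition above its plate's cutoff, the mean of tested wells on that plate plus 3 SD, cut at about 29% in these data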;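 further: 0% = Melanotan II alone and 100% = Melanotan II plus saturating MCL0020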
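Assay system: human MC4R-expressing U2OS cells; reagent: Melanotan II stimulation of cells; dosing: 6.5 µM single dose; timing: compound 30 min, challenge 1 h, detection 1 h; signal: TR-FRET cAMP assay; replicates: one well per compound, no replicates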
PDI inh: PDI (human) enzyme inhibition; P07237; PDI insulin aggregation turbidity, A650, 90 min; inhibition, % at 10 µM; actives 0.052% (n = 350,000); AID 588391;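 active means mean inhibition across replicates of 30% or more, whatever share of single replicates reach that level; inconclusive means mean inhibition below 30% while every single replicate reaches 30%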;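 further: absorbance from insulin aggregation driven by PDI reduction with DTT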
MC4R ag barr: agonists of human melanocortin 4 receptor (MC4R) beta-arrestin; P32245; U2OS MC4R beta-arrestin complementation, luminescence; percent of melanotan II response, DMSO zero; activation, % at 8.9 µM; actives 0.98% (n = 360,000);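 active means activation above a per-plate cutoff, the mean activation of sample wells on that plate plus 3 SD, cut at about 8% in these data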
H9c2 protect: modulators protecting cardiomyocytes from myocardial damage; H9c2 cardiomyocytes, H2O2 injury protection, ATPLite, 2 h; AID 588492; protection from H2O2 cell death, % at 20 µM; actives 0.63% (n = 360,000);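 active means compounds giving at least 50% protection of heart cells from peroxide-induced death in the single-dose screen, raw or plate-pattern-corrected value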;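 further: 0% = DMSO wells with peroxide and 100% = DMSO wells without peroxide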
ABCB6 inh MLPCN: human ABCB6 transporter inhibition; Q9NP58; actives 0.19% (n = 360,000); fluorescence ratio to DMSO, % at 10 µM; AID 602162; K562-ABCB6 porphyrin accumulation, flow cytometry, 1 h; hits give low values;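 active means fluorescence ratio to DMSO below 75%, the collection mean minus 3 SD; inconclusive means too few cells collected in the well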;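 further: signal is porphyrin accumulated inside mitochondria; 100% equals median channel fluorescence of DMSO control wells; lower ratio means ABCB6 inhibition with less porphyrin fluorescence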
Target sequence (Q9NP58 whole entry, looked up): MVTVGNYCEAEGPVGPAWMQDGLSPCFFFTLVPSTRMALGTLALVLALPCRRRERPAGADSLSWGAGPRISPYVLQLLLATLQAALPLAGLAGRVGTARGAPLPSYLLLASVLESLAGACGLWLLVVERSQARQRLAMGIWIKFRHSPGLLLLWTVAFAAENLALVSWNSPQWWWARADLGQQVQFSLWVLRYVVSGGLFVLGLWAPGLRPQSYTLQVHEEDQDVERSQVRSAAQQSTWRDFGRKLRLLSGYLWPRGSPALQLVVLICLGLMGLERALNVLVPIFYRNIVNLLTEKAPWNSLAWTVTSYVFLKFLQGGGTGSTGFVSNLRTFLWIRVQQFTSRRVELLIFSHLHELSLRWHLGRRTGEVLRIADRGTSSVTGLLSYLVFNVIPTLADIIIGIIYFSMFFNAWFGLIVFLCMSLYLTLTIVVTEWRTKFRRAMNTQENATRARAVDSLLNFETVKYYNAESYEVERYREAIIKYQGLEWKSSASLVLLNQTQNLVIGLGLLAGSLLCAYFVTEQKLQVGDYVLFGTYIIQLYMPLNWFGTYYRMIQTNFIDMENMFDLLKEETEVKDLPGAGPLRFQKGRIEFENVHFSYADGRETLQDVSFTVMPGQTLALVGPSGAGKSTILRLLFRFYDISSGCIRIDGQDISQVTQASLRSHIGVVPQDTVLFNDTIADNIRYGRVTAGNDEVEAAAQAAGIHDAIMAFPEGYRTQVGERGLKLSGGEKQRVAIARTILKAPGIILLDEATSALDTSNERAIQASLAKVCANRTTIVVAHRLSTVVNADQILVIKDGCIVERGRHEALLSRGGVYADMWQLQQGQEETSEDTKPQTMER
CaV13 FRET inh: Disruptors of the CACNA1D IQ motif to Ca2+-dependent inactivation inhibitor domain association, primary screening, Förster resonance energy transfer in intact living …. HEK cells, CFP/YFP FRET ICDI-IQ, plate reader, 10 min; percent FRET-ratio fall versus neutral wells. inhibition, % at 12.3 µM. actives 0.098% (n = 340,000);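 active means mean replicate inhibition of at least 30% and at least 1% of replicates passing that level; inconclusive means only one of the two criteria is met; inactive means neither criterion is met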;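 further: 0% = median of the neutral control wells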
Vif inh: inhibitors of HIV Vif; HEK293T cells, Vif self-association by quenched fluorescence, imaging, 24 h; AID 602346; actives 0.35% (n = 340,000); inhibition, % at 7.49 µM; in the data active means inhibition above about 50%, passing the limit was not always enough; inconclusive means no clear call, values can overlap the other calls; inactive means below about 31%; further: some results filed as inactive read as strong as hits
* = called active by the depositor; u = inconclusive; x = not tested or not shown.

SMILES | aDG glyco act | Glyco luc inh | HTR2A ag | MC4R antag cAMP | PDI inh | MC4R ag barr | H9c2 protect | ABCB6 inh MLPCN | CaV13 FRET inh | Vif inh
CC(=O)Nc1c(C)ccc([N+](=O)[O-])c1C | -0.3 | 1.0 | -1.2 | 4.7 | -1.4 | -1.5 | 3.7 | 99.0 | -4.6 | u
O=C(C1CCCCC1)N1CCc2ccccc21 | 0.6 | 2.1 | -2.3 | 17.5 | 5.2 | 0.6 | 3.9 | 102.0 | 7.9 | 0.6
COC(=O)c1c(NC(=O)C(=O)NCC2CCCO2)sc2c1CC(C)(C)OC2 (stereo not drawn) | -0.1 | 0.5 | -0.3 | -0.6 | 2.8 | -1.8 | 6.0 | 99.0 | -14.7 | 7.4
CN(CCCC1CCCC1)C(=O)CC1C(=O)NCCN1Cc1ccc(F)cc1 (stereo not drawn) | 0.1 | x | 2.6 | -0.1 | 3.8 | -1.0 | -1.9 | 100.0 | -2.8 | x
COc1ccc(NC(=O)CSCC(=O)Oc2c(OC)cccc2OC)cc1 | 0.0 | 0.5 | 4.9 | 6.6 | 3.8 | -3.2 | -4.9 | 99.0 | -3.6 | 9.5
CCCCN1C(=O)/C(=C(/C#N)C(N)=O)c2ccccc21 | -0.2 | 3.4 | -0.1 | 1.6 | -1.2 | -2.6 | 1.5 | 100.0 | -2.4 | -7.4
CC(C)C(NS(=O)(=O)c1cccc2nsnc12)C(=O)N1CCc2ccccc2C1 (stereo not drawn) | 0.1 | -0.4 | -0.6 | 5.7 | 5.1 | -0.6 | 6.7 | 97.0 | -3.8 | -9.9
O=C(NC1CC1)c1ccc2c3c(cccc13)CC2 | -0.1 | 1.7 | 7.4 | -4.3 | -1.8 | -1.1 | 0.4 | 91.0 | -3.4 | -1.4
Cc1ccn2cc(-c3cccc(NC(=O)c4ccccc4)c3)nc2c1 | 0.5 | -1.0 | 1.5 | 2.9 | 0.8 | -0.4 | -11.9 | 101.0 | -3.4 | -8.5
CC1(C)Cc2c(cnn2-c2ccc(F)cc2)C(NC(=O)CCC(F)(F)F)C1 (stereo not drawn) | 0.8 | -0.2 | 1.4 | 2.2 | -3.2 | 0.8 | 5.0 | 99.0 | -5.8 | 3.3
O=C(NCCc1ccccc1)c1nc(-c2cccs2)no1 | -0.4 | 1.9 | 1.9 | 0.1 | -12.2 | -0.9 | 0.9 | 96.0 | -4.2 | -1.6
O=[N+]([O-])c1ccc(NC(=S)N2CCN(S(=O)(=O)c3ccccc3)CC2)cc1 | -0.2 | -0.2 | -2.4 | -3.5 | -1.7 | -3.9 | -3.7 | 92.0 | -5.2 | x
NS(=O)(=O)c1ccc(CCNC(=O)Cc2ccc(S(=O)(=O)N3CCOCC3)s2)cc1 | 0.0 | 3.0 | 13.0 | 10.5 | -2.0 | -2.8 | 2.1 | 100.0 | -5.3 | 7.6
CCNC(=S)NC1CC2CCC(C1)N2Cc1ccccc1 (stereo not drawn) | 0.3 | 0.2 | 12.0 | -12.6 | -1.5 | 2.3 | 1.3 | 101.0 | -13.5 | -1.8
CCn1c(CCc2ccccc2)nnc1SCC(N)=O | -0.1 | 0.5 | 3.7 | -0.9 | 14.6 | -0.8 | 3.4 | 97.0 | -12.4 | -1.5
CCCCc1nc2cc(C(=O)N3CCC(O)CC3)ccc2o1 | 0.0 | -9.1 | -5.1 | -1.9 | -0.6 | 0.0 | -5.9 | 104.0 | -10.6 | -2.6
COc1ccc(NC(=O)CCC(=O)Nc2nnc(C3CCCCC3)s2)cc1 | 0.0 | 3.0 | -5.3 | 5.2 | 14.2 | -0.7 | 3.7 | 97.0 | -1.6 | 9.7
CCCSc1ncc(Cl)c(C(=O)Nc2ccc(S(=O)(=O)Nc3ncccn3)cc2)n1 | 0.4 | 0.5 | 2.7 | 1.8 | 9.4 | -1.5 | 0.1 | 96.0 | -6.5 | -0.6
CC(C)CC(NS(=O)(=O)c1ccc2c(c1)oc(=O)n2C)C(=O)NC1CCCc2ccccc21 (stereo not drawn) | 3.0 | 1.4 | -3.3 | 1.8 | -14.0 | 0.5 | 25.0 | 99.0 | -7.4 | -0.9
COC(=O)C1CCN(S(=O)(=O)c2ccc(NC(C)=O)cc2)CC1 | 0.2 | 0.1 | 2.4 | 14.9 | 10.4 | -1.1 | 2.6 | 97.0 | -4.8 | 2.7
CCOC(=O)N1CCC(n2c(SCC(=O)Nc3nccs3)nc3ccsc3c2=O)CC1 | 0.2 | 3.9 | 13.4 | 10.0 | -11.3 | 0.3 | 16.7 | 91.0 | -3.8 | -16.9
COc1cccc(/C=N\NS(=O)(=O)c2ccccc2)c1OC | 0.0 | 1.9 | 0.7 | -5.9 | 5.2 | -2.6 | 1.6 | 94.0 | -2.7 | -1.5
CC(C)CN1Cc2ccccc2Oc2cc(Br)ccc2S1(=O)=O | 0.0 | -2.4 | -8.6 | 4.2 | 8.2 | -1.9 | -22.1 | 102.0 | -9.9 | -11.6
COc1ccc(NC(C)=O)cc1NC(C)C(=O)Nc1cccc(S(=O)(=O)N2CCOCC2)c1 (stereo not drawn) | -0.1 | 1.1 | -0.4 | 9.5 | -8.1 | 1.2 | 11.3 | 99.0 | -2.2 | 14.3
CCOC(=O)c1ccc2c(c1)nc(-c1ccc(F)cc1)c1nccn12 | -0.2 | 0.9 | 4.0 | -6.4 | -14.6 | -1.1 | -2.1 | 90.0 | -4.0 | -1.8
Next part.
SMILES | aDG glyco act | Glyco luc inh | HTR2A ag | MC4R antag cAMP | PDI inh | MC4R ag barr | H9c2 protect | ABCB6 inh MLPCN | CaV13 FRET inh | Vif inh
CCCC(=O)NC(=S)Nc1sc2c(c1C(N)=O)CCC2 | -0.6 | 1.3 | 7.2 | -1.4 | 11.9 | -2.0 | 0.5 | 95.0 | -5.9 | 1.8
COc1ccc(C(=O)COC(=O)c2ccc3ccccc3n2)cc1 | -0.2 | 1.1 | -0.7 | 20.7 | 9.2 | -2.0 | 5.1 | 97.0 | -5.4 | -0.7
NC1=NC2(CCCCC2)n2c(nc3ccccc32)N1 | -0.2 | 1.7 | -2.0 | 9.2 | -0.1 | 2.3 | 5.5 | 95.0 | -5.7 | 10.9
COc1ccc(C(=O)c2cnc[nH]2)cc1OC | 0.0 | 0.2 | 1.9 | 11.2 | 3.7 | -0.8 | -0.9 | 95.0 | -4.9 | 15.1
O=C(CN(Cc1ccco1)Cc1cccs1)N1CCN(S(=O)(=O)c2cccc(F)c2)CC1 | 0.0 | -3.1 | 3.8 | 4.1 | 2.9 | 0.0 | 0.6 | 94.0 | -2.6 | -5.6
Cc1cc(NC(=O)NC(C(F)(F)F)C(F)(F)F)no1 | -0.1 | 1.0 | -2.4 | -1.8 | 0.2 | -0.6 | -1.4 | 98.0 | -5.7 | 18.4
CC1=C(C(=O)OCC2CCCO2)C(c2coc3ccccc3c2=O)C2=C(CCCC2=O)N1 (stereo not drawn) | -0.3 | 0.5 | -3.0 | 2.4 | 2.2 | -4.0 | 4.5 | 98.0 | -15.9 | -1.7
COc1ccc(OC)c(NC2c3ccccc3C(=O)N2Cc2ccc3c(c2)OCO3)c1 (stereo not drawn) | -0.1 | -4.2 | -5.4 | 6.5 | x | 2.0 | 6.6 | 95.0 | -4.2 | 5.1
Cc1cc(NC(=O)CCC(=O)N(c2ccccc2)C(C(=O)NC2CCCC2)c2cccs2)no1 (stereo not drawn) | -0.3 | 0.5 | 0.4 | 5.6 | 2.3 | -0.3 | 7.6 | 90.0 | -0.9 | -1.1
CNC(=O)CC(=O)Nc1ccccc1C(=O)O | -0.3 | -0.1 | -2.6 | 7.4 | 2.6 | 0.8 | 14.1 | 192.0 | -4.9 | 10.0
CC1CCCCC12NC(=O)N(CC(=O)Nc1ccccc1F)C2=O (stereo not drawn) | 0.0 | 2.1 | -2.1 | 1.6 | -0.6 | -1.0 | -2.1 | 87.0 | x | 5.1
CC(C)Oc1ccc(/C(O)=C2/C(=O)C(=O)N(CCN(C)C)C2c2ccco2)cc1 (stereo not drawn) | 0.1 | -0.6 | 0.5 | 1.8 | 2.6 | -1.5 | 6.3 | 100.0 | -2.4 | -1.8
COc1cc(Br)c(CN2CCCN(C)CC2)cc1OC | 0.0 | 3.0 | -0.6 | -4.8 | -13.1 | -1.0 | 1.0 | 98.0 | -2.3 | 1.3
CCN(CC)S(=O)(=O)c1cccc(C(=O)Nc2cccnc2)c1 | 0.1 | 0.0 | 0.6 | -0.7 | -19.8 | -0.8 | 2.8 | 100.0 | -4.7 | 6.1
COC(=O)c1c(-c2ccc(OC)cc2)oc2ccc(-c3ccc(OC)nc3)cc12 | 0.3 | 1.4 | -4.9 | -0.6 | -13.1 | 0.2 | -0.6 | 91.0 | -8.0 | -3.7
COc1ccc(C)cc1NC(=O)COC(=O)Cc1ccc(-c2ccccc2)cc1 | -0.3 | 5.6 | -2.4 | 5.1 | 18.2 | -1.0 | -3.4 | 92.0 | -2.3 | 12.4
O=C(Cc1cccc2ccccc12)NN1C(=O)CSC1=S | -0.1 | 0.2 | -2.6 | 13.0 | -3.1 | -3.8 | 4.4 | 98.0 | -3.0 | -3.1
CC(C)(C)NC(=O)COC(=O)c1ccccc1Oc1ccccc1 | 0.1 | 0.4 | 2.8 | 9.7 | -1.6 | -2.4 | 5.2 | 97.0 | 8.8 | 1.0
c1coc(-c2nnc(-c3cccs3)o2)c1 | -0.1 | -1.5 | -1.8 | -3.5 | 1.3 | -1.7 | -0.7 | 95.0 | -4.3 | -10.4
c1ccc(-c2[nH]ncc2CN2CCc3ccccc3C2)cc1 | 0.0 | -1.6 | -7.4 | 2.1 | 0.0 | 0.7 | -1.1 | 80.0 | -4.9 | -0.6
CCOc1cc(C#N)ccc1OCC(=O)N1CCN(C(=O)c2cccs2)CC1 | 0.0 | -1.1 | -0.4 | 6.2 | -0.5 | -0.9 | -4.4 | 103.0 | -3.3 | 16.5
CCCCN(C)C(=O)c1c[nH]c2ccc(S(=O)(=O)N3CCOCC3)cc2c1=O | -0.2 | 3.5 | -1.4 | -1.4 | 16.3 | -1.5 | 8.1 | 100.0 | -6.7 | x
CC(=O)c1sc(NC(=O)C2COc3ccccc3O2)nc1C (stereo not drawn) | -0.2 | -17.2 | 6.1 | 24.3 | x | -1.0 | -15.7 | 94.0 | -5.5 | -2.9
Cc1ccc(C)c(N(Cc2cc3ccc(C)cc3[nH]c2=O)C(=O)c2ccco2)c1 | -0.2 | -4.5 | 2.3 | 7.7 | 5.9 | 0.2 | 0.8 | 98.0 | -1.5 | x
CCn1c(SCC(=O)NNC(=O)c2ccc(C)cc2)nnc1C(C)C | -0.1 | 3.9 | -9.2 | 10.5 | 3.8 | 2.0 | -4.1 | 102.0 | -3.5 | -3.6
